High-throughput results deposited in PubChem by several laboratories.
Dyrk1A ADPGlo = Dyrk1A (rat) kinase inhibition. AID 504441. inhibition, % at 12.5 µM. ADP-Glo luminescence, NFATc1 peptide. 310,000 tested, 0.43% active. Q63470; in the data active means inhibition above about 50%;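 further: plate controls were vehicle with enzyme for no effect and no enzyme for full effect; many of its hits are not listed in these tables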
KCNQ1 act = potentiates or activates the human KCNQ1 potassium channel. P51787. CHO-K1 KCNQ1, thallium flux FluxOR fluorescence; hits give high values. B-score at 10 µM. 310,000 tested, 0.35% active;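 active means fluorescence ratio B-score, a plate-corrected score, at least three library SD, with initial intensity B-score within 5 SD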
Target sequence (P51787 whole entry, looked up): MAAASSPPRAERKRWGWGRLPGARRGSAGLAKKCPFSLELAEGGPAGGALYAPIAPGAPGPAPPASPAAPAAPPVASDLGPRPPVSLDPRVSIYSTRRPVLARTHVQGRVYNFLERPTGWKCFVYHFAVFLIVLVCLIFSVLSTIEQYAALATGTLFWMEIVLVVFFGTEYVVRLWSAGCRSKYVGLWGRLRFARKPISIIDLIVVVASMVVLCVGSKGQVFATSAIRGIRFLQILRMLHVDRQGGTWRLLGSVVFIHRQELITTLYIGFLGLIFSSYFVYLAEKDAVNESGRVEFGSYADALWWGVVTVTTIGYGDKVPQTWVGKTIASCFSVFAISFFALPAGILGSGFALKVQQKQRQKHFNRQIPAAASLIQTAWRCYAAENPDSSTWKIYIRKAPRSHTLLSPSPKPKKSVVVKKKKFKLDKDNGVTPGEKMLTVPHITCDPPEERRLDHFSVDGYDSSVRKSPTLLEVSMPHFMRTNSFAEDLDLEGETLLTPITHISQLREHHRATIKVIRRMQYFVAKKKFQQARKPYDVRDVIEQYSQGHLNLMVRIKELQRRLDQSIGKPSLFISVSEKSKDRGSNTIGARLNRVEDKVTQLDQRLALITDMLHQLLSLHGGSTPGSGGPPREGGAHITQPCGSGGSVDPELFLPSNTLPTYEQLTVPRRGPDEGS
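Test system: CHO-K1 cells stably expressing KCNQ1 / Medium: assay buffer / Also added: depolarizing K+/Tl+ stimulus, K2SO4 and Tl2SO4 each 12.5 mM in 5x stock / Incubation: 90 min dye loading and 20 min compound exposure, both at room temperature / Signal: thallium influx via FluxOR fluorescence, kinetic imaging / Evaluation: B score of baseline-normalized fluorescence ratio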
KCNK9 block = blocks the human KCNK9 two-pore domain potassium channel | HEK293 KCNK9, FluxOR thallium flux fluorescence; hits give low values | 310,000 tested, 1.2% active | B-score at 10 µM | AID 488922 | Q9NPC2;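 active means ratio B-score over 3 SD below the library mean, with starting fluorescence within 5 SD of its mean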;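 further: negative B-score means less thallium flux so channel inhibition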
Target sequence (Q9NPC2 whole entry, looked up, the tested form may be a part): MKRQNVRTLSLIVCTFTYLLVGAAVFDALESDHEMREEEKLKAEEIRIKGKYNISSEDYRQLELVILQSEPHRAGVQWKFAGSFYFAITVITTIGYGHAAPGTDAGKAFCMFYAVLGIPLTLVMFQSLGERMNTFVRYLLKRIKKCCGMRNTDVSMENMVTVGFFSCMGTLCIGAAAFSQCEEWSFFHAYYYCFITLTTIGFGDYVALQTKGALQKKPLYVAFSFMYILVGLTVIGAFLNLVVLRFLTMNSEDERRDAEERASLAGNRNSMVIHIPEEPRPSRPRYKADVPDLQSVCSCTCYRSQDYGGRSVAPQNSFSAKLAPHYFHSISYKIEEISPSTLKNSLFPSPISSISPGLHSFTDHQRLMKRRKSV
HDAC3 inh = inhibitors of human histone deacetylase 3; recombinant HDAC3, fluorogenic peptide/trypsin coupled, fluorescence; inhibition, % at 8.3 µM; 320,000 tested, 0.15% active; in the data active means inhibition above about 26%, passing the limit was not always enough
RGS4 act = potentiators or activators of RGS4; 310,000 tested, 0.92% active; B-score at 10 µM; AID 463111; HEK293 M3R/inducible RGS4, carbachol calcium flux Fluo4; hits give low values;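 active means B-score of the integrated calcium signal more than 4 SD below the library mean, with starting fluorescence not abnormally high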;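 further: negative B-score means reduced calcium response which marks RGS4 activation or potentiation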
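Material: Inducible-RGS4 HEK293 cells carrying M3 receptor; also added: carbachol at ECmax as muscarinic agonist stimulus; incubation: compound preincubation 20 min at room temperature before agonist; signal: Fluo4-AM (2 µM) calcium-flux fluorescence, kinetic read; measure: integrated calcium ratio converted to B score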
hERG protect = hERG (human) protection from proarrhythmic block; CHO-hERG, FluxOR thallium flux, dofetilide IC70 present; activation (rescue from dofetilide block), less the hit threshold, % at 10 µM; 310,000 tested, 0.51% active;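 active means activation above the mean of controls blocked by dofetilide plus 5 SD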;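 further: thallium influx through hERG after potassium depolarization seen as dye fluorescence rise; in these data hits start at about 4.7%; inactives centre near -7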
PolyA inh = inhibitors of polyadenylation in S. cerevisiae; S. cerevisiae SKY197-pL101 polyadenylation reporter, beta-gal luminescence; efflux-impaired pdr1/pdr3 knockout yeast; score 100 = 6 SD above DMSO; calls only at 12 µM; 300,000 tested, 0.02% active;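 active means lowest replicate activity score at least 50, where 100 means six control SD above control mean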;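 further: yeast exposed to compound for 9 h at 30 °C; higher score means more reporter readthrough which indicates perturbed polyadenylation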
GSK3 alpha inh = blocks human GSK-3 alpha kinase | P49840 | ADP-Glo luminescence, 60 min | inhibition, % at 10 µM | 320,000 tested, 0.1% active | AID 2650;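 in the data active means inhibition above about 50%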;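 further: GST-tagged GSK-3 alpha with peptide substrate and 25 µM ATP; 0% = DMSO neutral wells and 100% = GW8510 positive control wells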
KCNQ1 inh = human KCNQ1 channel inhibition; 310,000 tested, 1.3% active; CHO-K1 KCNQ1, FluxOR thallium flux fluorescence; hits give high values; B-score at 10 µM;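 active means compounds whose thallium flux B-score, printed positive for inhibition, exceeds three library SD while starting fluorescence stays within three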;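 further: channel opened by potassium depolarization with thallium stimulus after 20 min compound exposure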
GSK3B inh = inhibitors of human GSK3beta kinase | P49841 | GST-GSK3beta kinase, ADP-Glo luminescence, 60 min; hits give low values | activity score (negative = inhibition), % at 10 µM | 300,000 tested, 0.038% active;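 active means more than half of replicate wells score below -50%, meaning over 50% inhibition versus plate controls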;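 further: 0% = median DMSO wells and -100% = median GW8510 positive control wells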
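Assay system: GST-fused GSK3beta enzyme, cell-free / Medium: Tris pH 7.5 buffer with MgCl2, DTT, BSA, heparin / Also added: peptide substrate plus 25 µM ATP (final) / Compound: 10 µM single point / Timing: kinase reaction with compound 60 min at room temperature / Detection: ADP-Glo luminescence / Benchmarks: DMSO neutral wells and GW8510 at 20 µM as positive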
KCNK3 inh = human KCNK3 channel inhibition, primary screen | AID 602410 | 340,000 tested, 0.84% active | CHO-KCNK3 thallium flux, FluxOR fluorescence; hits give low values | B-score at 10 µM;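 active means B-score under library mean minus 4 SD, starting fluorescence ratio at most library mean plus 5 SD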;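 further: more negative B-score means stronger inhibition of thallium flux through KCNK3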
Numbers without * were called inactive; i = inactive; / = not tested or not shown.

smiles | PolyA inh | HDAC3 inh | Dyrk1A ADPGlo | KCNK9 block | hERG protect | RGS4 act | KCNQ1 inh | GSK3 alpha inh | GSK3B inh | KCNK3 inh | KCNQ1 act
COc1ccc(/C=N/Nc2nc3ccccc3c(=O)n2-c2ccccc2)cc1OC | i | -2 | 38 | i | -6 | i | i | 3 | 2 | i | i
COc1cc(/C=N/N2CCN(Cc3ccc(C)cc3)CC2)cc(OC)c1O | i | 8 | / | i | -6 | i | i | -3 | 1 | i | i
O=C(COC(=O)C1CC(=O)N(Cc2ccccc2)C1)Nc1ccc2c(c1)OCO2 (centres undefined) | i | -11 | 3 | i | -6 | i | i | -1 | 4 | i | i
COc1ccccc1-c1nnc(SCC(=O)N2CCCCC2)o1 | i | -2 | / | i | -2 | i | i | 0 | 2 | i | i
O=C(O)COc1ccccc1C(Nc1ccccn1)c1cc(Cl)c2cccnc2c1O (centres undefined) | i | -3 | 0 | i | -10 | i | i | -5 | -3 | i | i
COc1ccc([N+](=O)[O-])cc1N(CC(=O)N1CCOCC1)S(C)(=O)=O | i | 0 | 0 | i | -3 | i | i | -6 | 1 | i | i
Cc1cc(Cl)c(OCCCN(C)C)c(Br)c1 | i | -6 | 3 | i | -7 | i | i | -2 | 3 | i | i
O=C(NCc1ccc(Cl)cc1)c1ccc(-c2ccccc2C(F)(F)F)o1 | i | 7 | 1 | i | -4 | i | i | / | 1 | i | i
COc1cccc(CNC(=O)CN2C(=O)COc3ccc(S(=O)(=O)N4CCC(C)CC4)cc32)c1 | i | -3 | -4 | i | -3 | i | i | 1 | 0 | i | i
CC(C)(CNc1ccc(C(F)(F)F)cc1[N+](=O)[O-])N1CCOCC1 | i | -7 | 2 | i | -4 | i | i | -2 | 2 | i | i
COc1ccc(NC(=O)C(=O)NNC(=O)c2cccs2)cc1 | i | 1 | -1 | i | 6.9* | i | i | -1 | 3 | i | i
CCOc1ccc(OCCC(=O)OCC(=O)Nc2cc(OCC)c(N3CCOCC3)cc2OCC)cc1 | i | 2 | -5 | i | -19 | i | i | 4 | -1 | i | i
CCN(Cc1ccccc1)C(=O)C1CCN(Cc2ccc(SC)cc2)CC1 | i | -2 | -6 | i | -13 | i | i | 6 | 3 | i | i
CC1CCN(S(=O)(=O)c2ccc(NC(=O)Cc3ccc(S(=O)(=O)N4CCOCC4)s3)cc2)CC1 | i | -4 | / | i | -11 | i | i | 0 | 1 | i | i
COc1ccc(Cn2c(CCC(=O)Nc3ccc(C)cc3)nc3cccnc32)cc1 | i | -6 | 9 | i | -5 | i | i | -1 | 1 | i | i
O=C(NCc1ccccc1)C(c1ccco1)N(C(=O)c1ccccn1)c1ccccc1 (centres undefined) | i | 4 | 2 | i | -5 | i | i | -4 | -3 | i | i

Record cards, as listed above. Order of screens: PolyA inh, HDAC3 inh, Dyrk1A ADPGlo, KCNK9 block, hERG protect, RGS4 act, KCNQ1 inh, GSK3 alpha inh, GSK3B inh, KCNK3 inh, KCNQ1 act
`CCOc1ccc(OCCC(=O)OCC(=O)Nc2cc(OCC)c(N3CCOCC3)cc2OCC)cc1` is listed as i, 2, -5, i, -19, i, i, 4, -1, i, i
`CC1CCN(S(=O)(=O)c2ccc(NC(=O)Cc3ccc(S(=O)(=O)N4CCOCC4)s3)cc2)CC1` is listed as i, -4, /, i, -11, i, i, 0, 1, i, i

Other records follow:
smiles | PolyA inh | HDAC3 inh | Dyrk1A ADPGlo | KCNK9 block | hERG protect | RGS4 act | KCNQ1 inh | GSK3 alpha inh | GSK3B inh | KCNK3 inh | KCNQ1 act
CCOc1nc(Nc2ccc(OC)cc2OC)nc(OCC)n1 | i | 1 | 1 | i | -10 | i | i | 1 | 1 | i | i
CC(C)=C(NC(=O)c1ccccc1Br)C(=O)NCCc1nc2ccccc2[nH]1 | i | -3 | -3 | i | -13 | i | i | 15 | 0 | i | i
COc1ccccc1NC(=O)C(C)NS(=O)(=O)c1ccc(F)cc1 (centres undefined) | i | -4 | 2 | i | -5 | i | i | 1 | 3 | i | i
CCc1c(C)c2ccc(OCC(=O)NCC3CCC(C(=O)O)CC3)c(C)c2oc1=O (centres undefined) | i | -23 | 7 | i | -2 | i | i | 0 | 2 | i | i
CCn1c(CNc2nc(-c3ccccc3)cs2)nnc1SCC(=O)NCc1ccco1 | i | / | -1 | i | -3 | i | i | / | 2 | i | i
CCOC(=O)N1CCN(C(=O)CCS(=O)(=O)c2cc3c(cc2Cl)NC(=O)CO3)CC1 | i | -1 | 6 | i | -1 | i | i | -1 | 2 | i | i
O=C1CCc2nc3ccccc3c(=O)n2N1 | i | -1 | / | i | 0 | i | i | -1 | 3 | i | i
c1ccc(-c2nc3c([nH]2)CCc2nonc2-3)cc1 | i | 0 | 2 | i | -5 | i | i | -1 | 3 | i | i
CC(=O)Nc1ccc(S(=O)(=O)N2CCN(c3ccc([N+](=O)[O-])cc3)CC2)cc1 | i | 4 | 2 | i | -1 | i | i | -1 | 3 | i | i
C=CCNC(=O)c1ccc2c3n(nc2c1)-c1ccccc1CO3 | i | -13 | 8 | i | -5 | i | i | 17 | -11 | i | i
OCCCNc1nc(-c2ccccc2)c2cc(Br)ccc2n1 | i | -5 | 5 | i | -7 | i | i | 1 | -4 | i | i
CC1CN(C(=S)Nc2ccc(Cl)cc2)CC(C)O1 (centres undefined) | i | -1 | / | i | 0 | i | i | -3 | 2 | i | i
Cc1nn(-c2cccc(C(F)(F)F)c2)c(Cl)c1/C=N/Nc1cccc(C(=O)O)c1 | i | 5 | 0 | i | 0 | i | i | -1 | 10 | i | i
CNC(=O)Nc1ccc(Cl)cc1 | i | -4 | -1 | i | -11 | i | i | -2 | 0 | i | i
CN1CCN(C(=O)c2ccc(-c3ccccc3)cc2)CC1 | i | 1 | 9 | i | -2 | i | i | 0 | 3 | i | i
COc1ccccc1CNC(=O)CSc1ccccc1 | i | 6 | -5 | i | -9 | i | i | 6 | 1 | i | i
Nn1c(Nc2ccccc2)nc2sc3c(c2c1=O)CCCC3 | i | -7 | / | i | -11 | i | i | -2 | -3 | i | i
COc1ccc(C(=O)N/N=C/c2cn[nH]c2-c2ccc(OC)cc2OC)cc1 | i | 9 | 3 | i | -9 | i | i | 1 | 3 | i | i
CC(=O)c1c(NCCc2ccccc2)cc(C)oc1=O | i | 1 | 3 | i | -6 | i | i | 8 | -5 | i | i
CC1CN(C(=O)CSc2ncnc3sccc23)CC(C)O1 (centres undefined) | i | 2 | -3 | i | 0 | i | i | -3 | 0 | i | i
COC(=O)Nc1ccc(N2CCOCC2)c(S(=O)(=O)N2CCOCC2)c1 | i | 4 | 3 | i | -5 | i | i | 0 | 0 | i | i
Cc1cc(C)n2nc(SCc3nnc(SCCCCl)o3)nc2n1 | i | 1 | -2 | i | -7 | -7.7* | i | 2 | 3 | i | i
CCN(CC)CCCn1c(=S)[nH]c2ccc(Cl)cc2c1=O | i | 3 | 3 | i | -8 | i | i | 2 | 4 | i | i
COc1cc(Cc2nc3ccc(S(=O)(=O)N4CCOCC4)cc3[nH]2)cc(OC)c1OC | i | -1 | 4 | i | -5 | i | i | 3 | -2 | i | i
Nc1ccc2oc3ncccc3c(=O)c2c1 | i | -2 | 14 | i | -7 | i | i | -2 | 0 | i | i
CCCc1cc(=O)c2ccc(OC/C(C)=N/O)cc2o1 | i | -1 | 7 | i | -2 | i | i | 0 | 2 | i | i
C/C(=N\NC(=O)CNC(=O)c1ccco1)c1ccc(Br)cc1 | i | -2 | 2 | i | -6 | i | i | 1 | 0 | i | i
CCn1cc(C2=NOC(C(=O)Nc3c(C)nn(Cc4ccc(F)cc4)c3C)C2)c(C)n1 (centres undefined) | i | / | 2 | i | -7 | i | i | / | -1 | i | i
O=C(NCc1ccc2c(c1)OCO2)c1cc(=O)[nH]c2ccccc12 | i | 11 | -14 | i | -16 | i | i | 2 | 2 | i | i
O=C1CC(c2ccc(F)cc2)Cc2nc(NCC3CCCO3)ncc21 (centres undefined) | i | 3 | 0 | i | -11 | i | i | -1 | 4 | i | i
NC(=O)c1cc([N+](=O)[O-])ccc1NCCc1ccccc1 | i | 5 | -7 | i | -13 | i | i | 18 | -13 | i | i
CCCNc1nc2c(c(=O)[nH]c(=O)n2C)n1Cc1ccc(F)cc1 | i | 3 | 6 | i | -3 | i | i | -2 | 3 | i | i
CC1(C(=O)O)Cc2ccccc2C(=O)O1 (centres undefined) | i | -1 | -4 | i | -10 | i | i | -3 | -2 | i | i
CCOC(=O)c1cc2c(nc1C)-c1cc(Cl)cc(Cl)c1OC2O (centres undefined) | / | -7 | 30 | i | -5 | i | i | 1 | 0 | i | i
Cc1cc(N=Nc2ccc3ccccc3c2)ccc1O | i | 18 | 12 | i | -8 | i | i | 0 | 1 | i | i
C=C(C)CN(CC)C(=O)CSc1nc(O)cc(=O)n1C1CCCC1 | i | 0 | -5 | i | -7 | i | i | -4 | 1 | i | i
CN(C(=O)Cn1cc(C(F)(F)F)ccc1=O)c1c(N)n(Cc2ccccc2)c(=O)[nH]c1=O | i | 0 | -2 | i | -8 | i | i | 1 | 2 | i | i
CC(SCc1ccccc1)C(=O)Nc1ccccc1F (centres undefined) | i | 2 | -14 | i | -7 | i | i | -1 | -1 | i | i

Structures above containing a CF3 group:
smiles | PolyA inh | HDAC3 inh | Dyrk1A ADPGlo | KCNK9 block | hERG protect | RGS4 act | KCNQ1 inh | GSK3 alpha inh | GSK3B inh | KCNK3 inh | KCNQ1 act
O=C(NCc1ccc(Cl)cc1)c1ccc(-c2ccccc2C(F)(F)F)o1 | i | 7 | 1 | i | -4 | i | i | / | 1 | i | i
CC(C)(CNc1ccc(C(F)(F)F)cc1[N+](=O)[O-])N1CCOCC1 | i | -7 | 2 | i | -4 | i | i | -2 | 2 | i | i
Cc1nn(-c2cccc(C(F)(F)F)c2)c(Cl)c1/C=N/Nc1cccc(C(=O)O)c1 | i | 5 | 0 | i | 0 | i | i | -1 | 10 | i | i
CN(C(=O)Cn1cc(C(F)(F)F)ccc1=O)c1c(N)n(Cc2ccccc2)c(=O)[nH]c1=O | i | 0 | -2 | i | -8 | i | i | 1 | 2 | i | i

A portion of the library; count on the stated rates, not on these rows.
